PKA-R2B act: activators of human PKA-R2B complex | P22694+P31323 | PKA-R2B holoenzyme dissociation, Cy5-IP20 fluorescence polarization; R2B truncated from residue 108, S112A mutant; 0% DMSO only, 100% 113 µM cGMP | activation, % at 11.4 µM | AID 504700 | 340,000 tested, 0.079% active;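 active = activation above a cutoff set at the mean over all compounds plus 3 SD, cut at about 18% in these data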;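 also: higher means more holoenzyme dissociation and a rise in polarization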
Target sequence (P31323 whole entry, looked up, other chains not shown, the tested form may be a part): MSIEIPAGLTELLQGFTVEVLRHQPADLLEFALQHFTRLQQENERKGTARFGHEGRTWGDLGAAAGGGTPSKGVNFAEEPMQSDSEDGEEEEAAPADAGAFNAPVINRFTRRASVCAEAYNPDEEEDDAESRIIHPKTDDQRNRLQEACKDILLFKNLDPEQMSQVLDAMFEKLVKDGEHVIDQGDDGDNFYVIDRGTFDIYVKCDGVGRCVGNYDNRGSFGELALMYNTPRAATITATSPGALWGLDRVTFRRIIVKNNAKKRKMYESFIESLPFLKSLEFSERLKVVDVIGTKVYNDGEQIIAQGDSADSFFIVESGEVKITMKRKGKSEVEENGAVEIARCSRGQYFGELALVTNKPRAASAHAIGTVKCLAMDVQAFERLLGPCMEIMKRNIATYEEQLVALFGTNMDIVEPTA
Arr AP2 block: blocks beta-arrestin peptide binding to AP2 adaptin | 340,000 tested, 0.31% active | inhibition, % at 10 µM | FITC-arrestin peptide / GST-AP2 beads, flow cytometry; AP2 beta2 appendage carries R879A mutation;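 active = inhibition above a set limit, near 3 SD of compounds lacking own fluorescence, cut at about 54% in these data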;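 also: plate controls were DMSO wells for no effect and 5 µM unlabelled arrestin peptide for full effect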
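System: GST-AP2 R879A bound to glutathione beads, E. coli-expressed. Also added: 50 nM FITC-arrestin peptide. Schedule: compound with beads 12 min RT, then probe 1 h RT. Signal: bead flow cytometry, FITC channel. Read-out basis: percent response.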
HTR5A inv ag: inverse agonist of human HTR5A in OPRM1-OPRD1 counter-screen; P47898; HTR5A cell line, luminescence, inverse agonism; inhibition, % at 9.3 µM; 340,000 tested, 0.083% active; AID 504634; in the data active = inhibition mostly above about 23%, no sharp cut-off; inactive = mostly below about 18%;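 also: 0% = cells with DMSO and 100% = no-cell wells with DMSO; some compounds called inactive have numbers as strong as hits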
Target sequence (P47898 whole entry, looked up): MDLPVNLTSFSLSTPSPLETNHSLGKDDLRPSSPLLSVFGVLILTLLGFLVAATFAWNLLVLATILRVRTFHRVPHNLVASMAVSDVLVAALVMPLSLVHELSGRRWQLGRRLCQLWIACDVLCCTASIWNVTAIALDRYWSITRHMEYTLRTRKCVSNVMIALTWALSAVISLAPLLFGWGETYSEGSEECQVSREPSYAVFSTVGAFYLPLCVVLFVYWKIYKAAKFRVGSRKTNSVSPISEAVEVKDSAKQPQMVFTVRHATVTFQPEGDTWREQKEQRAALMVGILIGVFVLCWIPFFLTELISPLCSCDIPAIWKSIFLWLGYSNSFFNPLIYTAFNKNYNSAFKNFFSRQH
OPRM1-OPRD1 ag: OPRM1-OPRD1 heterodimerization agonism; P35372+P41143; cells, luminescence; activation, % at 9.3 µM; 340,000 tested, 0.3% active; AID 504326; in the data active = activation above about 18%;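 also: 0% = vehicle-treated cells and 100% = reference agonist; values of inactives mirror those of a sister screen read the other way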
DAGLB inh: diacylglycerol lipase beta (human) inhibition | Q8NCG7 | HEK293T DAGLB membrane lysate, EnzChek fluorogenic substrate | inhibition, % at 5.17 µM | 340,000 tested, 0.059% active | AID 504411; in the data active = inhibition above about 34%;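 also: 0% = enzyme with vehicle and 100% = wells lacking enzyme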
Pemphigus Ab inh: human desmoglein-3 autoantibody binding inhibition; P32926; DSG3-coupled beads, scFv-anti-DSG3-GFP binding, flow cytometry; stronger effect = lower value; binding (percent of control), % at 10 µM; 310,000 tested, 0.48% active;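 active = binding more than 3 SD below its plate's average and above zero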;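 also: hits lower antibody fragment binding to DSG3; some compounds called inactive have numbers as strong as hits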
HTR5A ag: activates human HTR5A in OPRM1-OPRD1 agonist counter-screen; P47898; HTR5A agonist assay, luminescence, cell-based; activation, % at 9.3 µM; 340,000 tested, 0.61% active; AID 504692; in the data active = activation mostly above about 9.5%, no sharp cut-off; inactive = mostly below about 7.6%;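 also: 0% = cells with vehicle only and 100% = reference agonist; strong numbers were not always called active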
MOR-DOR inv ag: mu-delta opioid heterodimer inverse agonism; P35372+P41143; cell-based MOR-DOR heterodimer luminescence; inhibition, % at 9.3 µM; 340,000 tested, 0.21% active; AID 504357; in the data active = inhibition above about 22%, passing the limit was not always enough;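 also: 0% = cells with DMSO and 100% = wells without cells with DMSO; values of inactives mirror those of a sister screen read the other way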
V-ATPase pHluor: regulators of yeast V-ATPase proton transport; S. cerevisiae, pHLuorin cytosolic pH fluorescence; response, % at 10 µM; 350,000 tested, 0.37% active; AID 504577; in the data active = response mostly above about 7.3%, no sharp cut-off; inactive = mostly below about 5.4%; also: actives read high; inactives centre near 0; some compounds called inactive have numbers as strong as hits; reference of the scale not given here
PKA-R1A activ: PKA-R1A complex activation | P00514+P68181 | PKA-R1A dissociation, Cy5-IP20 fluorescence polarization; scaled: DMSO 0%, 113 µM cGMP 100% | activation, % at 11.4 µM | 340,000 tested, 0.083% active | AID 504707;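 active = percent activation above the mean of all tested compounds plus 3 SD, cut at about 19% in these data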;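 also: higher means more PKAc released from R1A so a rise in polarization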
Active calls of the source: *; · = not tested or not shown.

The first two records, to show the layout:
Below each compound – PKA-R2B act	Arr AP2 block	HTR5A inv ag	OPRM1-OPRD1 ag	DAGLB inh	Pemphigus Ab inh	HTR5A ag	MOR-DOR inv ag	V-ATPase pHluor	PKA-R1A activ
COC(=O)c1c(F)c(F)c(N2CCOCC2)c(F)c1F
    -6	0	-8	-1.4	-3	83	1	8	-7	4
COc1ccc(C(=O)N(Cc2cccs2)C2CCS(=O)(=O)C2)cc1 (configuration not stated)
    -4	19	-3	-2.3	-1	·	3	14	0	-1

This part in full, repeating the preview:
Below each compound – PKA-R2B act	Arr AP2 block	HTR5A inv ag	OPRM1-OPRD1 ag	DAGLB inh	Pemphigus Ab inh	HTR5A ag	MOR-DOR inv ag	V-ATPase pHluor	PKA-R1A activ
COC(=O)c1c(F)c(F)c(N2CCOCC2)c(F)c1F
    -6	0	-8	-1.4	-3	83	1	8	-7	4
COc1ccc(C(=O)N(Cc2cccs2)C2CCS(=O)(=O)C2)cc1 (configuration not stated)
    -4	19	-3	-2.3	-1	·	3	14	0	-1
COc1ccc(Cl)cc1S(=O)(=O)n1ccnc1C(C)C
    -4	-10	-39	-1.6	-3	98	14	8	0	7
O=C(c1ccc(F)cc1)N1CCN(C2CCC(c3ccccc3)CC2)CC1 (configuration not stated)
    -9	1	8	-0.9	1	104	2	6	0	2
CCOc1cc(/C=N\NC(=O)Cc2ccccc2)ccc1OCC(=O)Nc1ccc(C)c(C)c1
    -7	-6	-7	14	-8	113	-4	-81	0	7
CCC(O)CNc1nc(SC)nc2sc3c(c12)CCN(C)C3 (configuration not stated)
    1	21	8	-2.4	1	107	-2	13	-5	-9
COc1ccc(/C=N/NC(=O)c2cc(-c3ccccc3OC)nc3ccccc23)cc1COC(C)=O
    -11	5	21	-4.1	1	105	3	23	2	-21
COc1ccc(OC)c(C2=Nn3c(nnc3-c3cc(C)[nH]n3)SC2)c1
    -2	20	11	-3.0	0	·	-4	15	0	-9
COc1ccccc1CN1CCNC(=O)C1CC(=O)N(C)Cc1nc(C)cs1 (configuration not stated)
    -6	19	0	-1.9	-2	102	2	13	-2	-10
C[C@H](CO)N1C[C@H](C)[C@@H](CN(C)Cc2ccc(Cl)c(Cl)c2)Oc2ccc(NC(=O)Cn3cnnn3)cc2C1=O
    7	18	-8	-4.7	0	105	0	22	-2	1
C=CCNc1nc(C2(C)CC3(CC(C)OC3=O)C(=O)O2)cs1 (configuration not stated)
    1	9	-6	-0.7	2	103	-1	4	-5	-15
CCOc1ccccc1-c1nnc(SCC(=O)Nc2ccccc2)o1
    8	4	16	0.3	-2	124	-2	-1	1	7
COCCNC(=O)c1ccc(N2CC3CC(C2)c2cccc(=O)n2C3)c(NC(=O)c2ccccc2Cl)c1 (configuration not stated)
    8	·	·	·	-1	113	·	·	2	-1
Cc1cccc(Nc2nc(NCc3ccco3)c3ccccc3n2)c1
    -6	1	-14	7.9	1	·	1	-41	-1	8
O=C(Nc1ccncc1)Nc1cccc(C(F)(F)F)c1
    -14	30	-53	3.5	-2	108	10*	-12	0	2
CCOc1ccc(OCC(=O)Nc2nccs2)cc1
    -2	-2	8	-1.0	0	73	-3	5	0	-4
Cc1cccc(N(CC(=O)NC(C)(C)C)C(=O)CNC(=O)c2cccs2)c1
    -2	0	-9	-2.2	-1	76	4	11	-1	-2
CCN(CC(=O)Nc1ccc2c(c1)OCCO2)C(=O)c1ccc([N+](=O)[O-])s1
    -5	-24	10	6.8	4	96	-3	-35	-3	7
O=C(CCc1nnc(COc2ccccc2)o1)NC1(c2ccccc2)CC1
    -4	10	-4	-1.0	0	91	6	5	-1	11
COc1cccc(C(=O)N2CCCC(c3nc(-c4cccs4)no3)C2)c1 (configuration not stated)
    2	10	-11	-0.3	-1	103	3	2	0	5
COC(=O)Nc1ccc2c(c1)N(C(=O)CCN(C)C)c1ccccc1CC2
    -2	28	-12	0.0	-1	93	2	0	3	-3
CCOC(=O)c1ccc2c(c1)nc(SCc1cn3ccsc3n1)n2CC
    7	-2	-11	-1.3	1	100	0	7	-1	-8
COc1cc2c(c(OC)c1OC)C(=O)CO2
    1	-1	-18	-2.2	-1	85	5	12	3	-1
CCOC(=O)Nc1ccc2c(COC(=O)c3ccccc3O)cc(=O)oc2c1
    -4	-3	8	-2.5	-2	109	-3	13	6	-6
CN1CCN(/N=C/c2nc(-c3cccc([N+](=O)[O-])c3)n3ccccc23)CC1
    -5	-2	2	-1.3	3	94	5	6	1	-2
CCCOC(=O)c1ccc(NC(=O)CCC(=O)OCC)cc1
    -3	-2	6	0.5	-2	92	-2	-2	1	11
Cc1ccc(OCCC(=O)OCC(=O)NC2CCCCC2)cc1
    -4	·	·	·	2	90	·	·	·	2
CCCCNC(=S)N(C)/N=C/c1c(F)c(F)c(F)c(F)c1F
    -19	7	-13	4.7	-21	128	2	-26	0	-12
COc1ccc(NC(=O)c2cc3c(Cl)nc4ccccc4c3s2)c(OC)c1
    9	1	5	-1.5	1	98	-2	9	-10	3
CN(Cc1cn[nH]c1-c1ccc2c(c1)OCO2)C1CCOCC1
    -19	-1	-1	-1.8	0	94	0	9	0	-5
COc1cc2c(cc1NC(=O)C(C)OC(=O)/C=C/c1ccc(OC(F)F)cc1)oc1ccccc12 (configuration not stated)
    -7	15	10	-0.7	0	97	-4	3	3	0
CCN(CC)c1ccc(NC(=O)CSc2nc(C3CC3)nc3ccccc23)cc1C
    -8	10	9	1.3	-9	·	-3	-10	-2	-11
Cc1cc2nsnc2c(S(=O)(=O)N2CCN(C)CC2)c1C
    6	-7	-3	-0.7	-1	113	-3	5	3	-4
NC(=O)Cc1c[nH]c2cccc(O)c12
    -7	10	0	0.2	1	106	-4	-1	-2	9
NC(=O)C1(N2CCCCC2)CCN(C(=S)Nc2ccc(F)cc2)CC1
    -4	21	-13	3.9	-3	104	4	-21	-3	0
Cc1ccccc1-n1ncc2c1CC(C)(C)CC2NC(=O)CSc1ccncc1 (configuration not stated)
    -5	-7	7	-0.1	2	97	8	0	-6	1
Cc1ccc(C)c(NC(=O)C2CCCN(S(=O)(=O)c3c(C)nn(C)c3C)C2)c1 (configuration not stated)
    -15	28	-4	-0.7	0	104	0	3	-3	9
CC(=NCC1CCCO1)c1c(O)[nH]c(=O)[nH]c1=O (configuration not stated)
    4	12	-10	-3.5	0	110	4	20	-2	-14
Cc1ccc(NC(=O)CC2C(=O)N(Cc3ccccc3)C(=S)N2NC(=O)c2ccccc2)c(C)c1 (configuration not stated)
    -4	-1	-13	1.3	-3	81	5	-8	-1	-3
CCOC(=O)C1=CN(Cc2cccc(F)c2)S(=O)(=O)N(C)C1CCc1ccccc1 (configuration not stated)
    -1	39	-3	-2.4	-18	95	1	12	1	-16
Cc1ccc(C)c(NC(=S)N(CCc2nc3cc(C)c(C)cc3[nH]2)Cc2cccnc2)c1
    1	-31	3	-3.3	1	122	-1	15	-1	-4
CCCN(C(=O)CSCc1ccc(Cl)cc1)c1c(N)n(Cc2ccccc2)c(=O)[nH]c1=O
    -5	-1	-4	1.7	0	118	2	-9	-5	6
Cc1ccc(C)n1-c1ccc(C(=O)N2CCC(C(N)=O)CC2)cc1
    -6	6	-1	-0.3	-4	·	0	2	-1	-10
Cc1ccc(-n2nnnc2SCc2nnc(-c3ccccc3Br)o2)cc1
    -10	11	14	0.9	-4	110	4	-5	3	1
Cc1cc(=O)n2[nH]c(SCc3ccc(Cl)cc3)nc2n1
    2	-4	1	-3.8	3	106	4	20	0	3
COc1ccccc1NC(CC(=O)c1ccccc1)C(=O)OCC(=O)c1ccc(F)cc1 (configuration not stated)
    -13	-5	15	-0.5	-2	101	-4	3	2	-13
CC1CN(C(=O)CCC(=O)NC(C)c2ccccc2)c2cc(Cl)ccc2O1 (configuration not stated)
    6	-4	-18	-2.4	-1	100	0	14	2	2
COc1ccccc1N(C)C(=O)c1cc(S(=O)(=O)N2CCCC2)cn1C
    5	3	-8	-2.9	1	96	3	17	-2	-14
COc1ccc(N2CCN(CCNC(=O)c3nnc(Cc4c(F)cccc4Cl)o3)CC2)cc1
    10	5	8	-1.4	-1	99	-3	7	-3	2
Cc1ccccc1C(=O)NC(CC(C)C)C(=O)Nc1cccc(S(=O)(=O)N(C)C)c1 (configuration not stated)
    -5	28	1	-1.6	0	99	0	7	-3	-9

Following part:
Below each compound – PKA-R2B act	Arr AP2 block	HTR5A inv ag	OPRM1-OPRD1 ag	DAGLB inh	Pemphigus Ab inh	HTR5A ag	MOR-DOR inv ag	V-ATPase pHluor	PKA-R1A activ
CCOC(=O)Nc1cc2c(c(N)n1)N=C(c1ccccc1)CN2
    -1	-2	-5	1.0	-7	92	1	-5	-5	1
CC(C)(CCC(=S)N1CCOCC1)C1CCCCC1
    1	2	13	7.2	-6	106	-4	-33	7	-11
CSCc1cc(N(C)C)nc(SCc2ccc(Cl)c(Cl)c2)n1
    -7	6	-24	-0.1	-8	102	2	0	-2	-6
Cn1c(=S)[nH]c2cccnc21
    5	21	19	-1.2	2	91	-2	7	-4	4
CCOC(=O)c1sc(=S)n(Cc2ccccc2)c1N
    -8	-8	-23	2.3	0	111	7	-13	7	-13
CCO[C@H]1OC(C(=O)NCc2nc3ccccc3[nH]2)=C[C@@H](c2ccc(Br)cc2)[C@@H]1CCCO
    -6	-8	-45	-1.1	2	93	1	6	4	8
CC(C)CNC(=O)c1ccc(NC(=O)c2ccccc2[N+](=O)[O-])cc1
    -14	10	-7	-1.9	-1	100	1	10	-1	-13
OC(CNCc1ccccc1)c1ccccc1 (configuration not stated)
    6	-6	6	-1.2	-2	·	-2	6	-3	-9
Cc1[nH]c2ccc(OC(=O)N3CCOCC3)cc2c1C(=O)OC(C)C
    2	4	-9	-3.0	-4	97	3	15	0	-4
N=C1S/C(=C\c2ccco2)C(=O)N1c1ccc2c(c1)OCO2
    -3	4	1	-4.0	9	96	-4	19	-3	1
CC1(C)CC(=O)C2=C(C1)N=c1s/c(=C/c3ccc(F)c(F)c3)c(=O)n1C2c1ccc(F)cc1 (configuration not stated)
    -8	7	-10	-2.1	0	102	0	11	5	-9
Cc1nc(N2CCN(Cc3ccc(Cl)cc3)CC2)c2oc3ccccc3c2n1
    -1	-3	-5	1.3	-15	98	8	-7	3	-16
Cc1ccsc1/C=N/NC(=S)NCCc1ccccc1
    -1	-12	20	3.4	-6	·	-1	-15	1	1
NC(=O)CSc1ccc(S(=O)(=O)N2CCOCC2)cn1
    2	-1	6	-0.3	3	·	-2	1	-2	-11
c1ccc2c(c1)nnn2CNc1nccs1
    6	28	1	-0.5	1	124	3	3	1	-12
CCCCC(CC)c1nnc(NC(=O)c2cccs2)s1 (configuration not stated)
    -3	-7	-6	6.6	1	99	2	-36	0	-9
O=C(NC1CCCC1)C(c1ccccn1)N(C(=O)c1csnn1)c1ccccc1F (configuration not stated)
    -2	3	0	2.0	-5	96	0	-16	-1	-1
COc1ccc(C2Nc3ccccc3C(=O)N2c2ccccc2)cc1CN1CCOCC1 (configuration not stated)
    -1	6	-4	-2.1	-2	96	2	12	-2	-5

Screening results as filed in PubChem BioAssay.

Compounds were not picked by outcome; 2.4% or so of the library scored in one or more.
